TGFb inhibitor: qHTS for Inhibitors of TGF-b; 410,000 tested, 1.2% active; Potency, µM (doses to about 46.1 µM), for the others: at the highest dose activity, negative = inhibition, hits mostly inhibitors; HepG2 CAGA-GFP TGF-b/SMAD3 reporter, GFP fluorescence, 18 h; TGF-beta stimulated, 500 pg/mL final; also: potency is read from the fitted curve at half-maximal effect; % is scaled to controls: 0 for no effect and ±100 for the full control effect; nearly all actives have a fitted effect of over 65% in size
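Read-out: total well GFP (ex488/em500-530) summed from mean per-cell fluorescence. Cells: HEPG2 CAGA-GFP, 1% FBS DMEM, 18 h at 37 degrees C with 500 pg/mL final TGF-beta. Unstimulated wells served as the full-inhibition control; stimulated DMSO wells = 0%.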
ATXN2 expr inh: Primary qHTS for Inhibitors of ATXN expression | 360,000 tested, 0.72% active | AID 1745845, 2022 | Potency, µM (top dose mostly 57 µM), without a hit: at the top dose activity change, negative = inhibition, actives largely listed as inhibitors | HEK-293 ATXN2-luciferase reporter, luminescence, 24 h; also: potency is read from the fitted curve at half-maximal effect; % is scaled to controls: 0 for no effect and ±100 for the full control effect; nearly all actives have a fitted effect of over 55% in size
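qHTS (up to 57 uM final) was run with 24 h compound exposure of reporter cells at 37 °C. Each well was multiplexed: SteadyGlo luminescence measured ATXN2-luciferase expression after a fluorogenic Gly-Phe-AFC viability readout (25 uM final).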
Nrf2 ARE act: qHTS of Nrf2 Activators; AREc32 ARE-luciferase reporter (MCF7-derived line), luminescence, 24 h; Potency, µM (doses to about 46.1 µM), for inactives: top-dose activation, actives largely listed as activators; 410,000 tested, 0.31% active; also: potency is read from the fitted curve at half-maximal effect; % of control where 0% means no effect; nearly all actives have a fitted effect of over 65% in size
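Luciferase luminescence (Steady-Glo, 30 min at room temperature) served as the read-out of ARE activation in AREc32 cells treated with compounds for 24 hr at 37 deg C.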
Nrf2 block: Nrf2 qHTS screen for inhibitors. A549 ARE-Fluc reporter, luciferase luminescence, 18-24 h. Potency, µM (highest dose often 46 µM), for the others: at the top dose activity change, negative = inhibition, hits mostly inhibitors. 360,000 tested, 2.1% active. AID 504444, 2011; also: potency is read from the fitted curve at half-maximal effect; % is scaled to controls: 0 for no effect and ±100 for the full control effect; nearly all actives have a fitted effect of over 60% in size
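Quantitative HTS in A549 cells stably bearing an antioxidant response element-firefly luciferase construct. Inhibition of Nrf2-driven transcription was scored by luminescence after 18-24 h of compound exposure at 37 °C.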
ATXN viability: Viability Counterscreen for Primary qHTS for Inhibitors of ATXN expression; S2 cells (HEK-293 line with an ATXN2-luciferase reporter) viability, CellTiter-Fluor protease fluorescence, 24 h; Potency, µM (doses to about 56.7 µM), most hits filed as cytotoxic; 400,000 tested, 0.49% active; AID 651635, 2014; also: potency is read from the fitted curve at half-maximal effect; nearly all actives have a fitted effect of over 40% in size
HepG2 tox: qHTS for Inhibitors of TGF-b: Cytotox Counterscreen; HepG2 CAGA-GFP viability, ATP luminescence, 18 h; Potency, µM (titrated, usually from 46.1 µM), for the others: at the top dose activity change, negative = cytotoxicity, usual class: cytotoxic; 410,000 tested, 0.76% active; AID 588856, 2011; also: potency is read from the fitted curve at half-maximal effect; some results filed as inactive show a strong effect at the top dose
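CellTiter-Glo luminescence gave cytotoxicity after 18 hours at 37 degrees C. The cells were HepG2 CAGA-GFP in 1% FBS DMEM, stimulated with 500 pg/mL TGF-beta after compound addition. %Activity was normalised to no-cell wells (complete cell-killing) and DMSO (no toxicity), and curves were fitted and classified.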
MCF10A rereplic: A quantitative high throughput screen for small molecules that induce DNA re-replication in MCF 10a normal breast cells; MCF 10A DNA re-replication, Hoechst nuclear intensity, 48 h; Potency, µM (series often up to 46.1 µM), for the others: at the highest dose activity, positive = re-replication, hits mostly activators; 350,000 tested, 2.9% active; also: potency is read from the fitted curve at half-maximal effect; % of control where 0% means no effect; nearly all actives have a fitted effect of over 50% in size
A549 viability: Nrf2 qHTS screen for inhibitors: counterscreen for cytotoxicity | A549 ARE-Fluc cells, CellTiter-Fluor viability, 18-24 h | Potency, µM (doses to about 46 µM), without a hit: top-dose activity change, negative = cytotoxicity, usual class: inhibitors | 390,000 tested, 0.16% active | AID 504648, 2011; also: potency is read from the fitted curve at half-maximal effect; % is scaled to controls: 0 for no effect and ±100 for the full control effect
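Cytotoxicity counterscreen: CellTiter-Fluor fluorescence was measured in A549 ARE_Fluc cells after 18-24 h of compound exposure in a concentration series. The subsequent BugLite luminescent read reports ARE-luciferase activity.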
IL-1B inflam inh: qHTS for Inhibitors of Inflammasome Signaling: IL-1-beta AlphaLISA Primary Screen; activity change, % at 57.5 µM; THP-1 LPS/ATP IL-1B secretion, AlphaLISA, 16 h; active compounds read low; AID 743279, 2014; 360,000 tested, 4.7% active; in the data active = activity change below about -50%; inconclusive = mostly about -30% to -49%; also: % is scaled to controls: 0 for no effect and ±100 for the full control effect
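Secreted IL-1B measured by AlphaLISA bead assay after 16 h compound exposure of THP-1 cells; compounds (final up to 57.5 uM) added 1 h before LPS (250 ng/mL) and ATP (1.25 mM) stimulation; lower signal means less secretion.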
Numbers without * were called inactive; i = inactive; ? = inconclusive; . = no result given; & = joins results of further samples; [ ] = another dose, or the depositor's remark. Unless noted, calls follow the shape of the dose curve; as a rule, active = well fitted curve in the direction sought with a large enough effect; inconclusive = small, poorly fitted or top-dose-only effect, or another doubt; inactive = no such curve, though single readings can be large; an effect the other way counts as inactive or inconclusive.

Keys: A = TGFb inhibitor; B = ATXN2 expr inh; C = Nrf2 ARE act; D = Nrf2 block; E = ATXN viability; F = HepG2 tox; G = MCF10A rereplic; H = A549 viability; I = IL-1B inflam inh
COC(=O)c1cccc(C(=O)N2CCC(CO)(CCc3ccccc3)CC2)c1
  A = 2%; B = 19%; C = -0.6%; D = 26%; E = i; F = 6%; G = 6%; H = 2%; I = 25
CC(C)Cn1cc(Cl)c(=O)n(CC(C)C)c1=O
  A = 0%; B = -11%[11.3 µM]; C = 1.6%; D = 5%; E = i; F = 2%; G = -1%; H = 11%; I = -6
CC1(C)C=C(c2ccc(O)cc2)CC(C)(C)N1
  A = -1%; B = -12%; C = -0.3%; D = 7%; E = ?; F = -4%; G = -13%; H = 2%; I = -11
CS(=O)(=O)c1nsc2nc(=O)c(/C=C3\C=Nc4ccccc43)c(N)n12
  A = -26%; B = .; C = 1.4%; D = -19%; E = ?; F = -9%; G = 3%; H = ?; I = -15
COc1cccc(NC(=O)CSCn2nnc3c(=O)[nH]c(Cc4ccc(F)cc4)nc32)c1
  A = 3%; B = -14%; C = -0.6%; D = 0%; E = ?; F = 1%; G = .; H = -1%; I = .
CC1(C(=O)O)CCCN1C(=O)c1cc2ccccc2s1 (stereo not given)
  A = 0%; B = 14%; C = -0.4%; D = .; E = i; F = 3%; G = .; H = .; I = 23
Cn1c(SCc2ccc3c(c2)OCO3)nnc1-c1ccccc1
  A = ?; B = 21%; C = 4.7%; D = .; E = i; F = -2%; G = -3%; H = 3%; I = ?
Cn1c(Cn2nnc(-c3ccccc3)n2)nnc1SCc1ccccc1Cl
  A = -10%; B = -12%; C = -0.6%; D = 19%; E = i; F = -26%; G = 0%; H = -1%; I = 30
S=C(NCCCN1CCOCC1)Nc1ccc(Nc2ccccc2)cc1
  A = 20%; B = 3%[11.3 µM]; C = 0.5%; D = -36%; E = i; F = 2%; G = -8%; H = -10%; I = 6
CC(c1nc2ccccc2[nH]1)N(C(=O)C1=NNC(=O)CC1)c1ccccc1 (stereo not given)
  A = -8%; B = 5%; C = 3.2%; D = .; E = i; F = 4%; G = .; H = .; I = 3
COC(=O)c1ccc(NC(=O)CCc2c(C)nn(-c3ccc(N4CCCCC4)nn3)c2C)cc1
  A = -8%; B = .; C = -0.8%; D = -16%; E = .; F = -24%; G = .; H = -4%; I = .
C(=N/n1c2ccccc2c2ccccc21)/c1ccco1
  A = ?; B = -7%; C = 3.2µM*; D = .; E = i; F = 7%; G = -2%; H = 12%; I = -13
Cc1ccccc1-c1nc(CS(=O)CC(=O)NCCc2ccc(Cl)cc2)c(C)o1 (stereo not given)
  A = ?; B = .; C = 2.9%&4.1%; D = ?; E = i; F = -6%&-33%; G = 8%; H = -11%&-12%; I = -5
O=C(NCCN1C(=O)S/C(=C/c2ccccc2)C1=O)C1CCCN1C(=O)c1cccs1 (stereo not given)
  A = 1%; B = -1%; C = 0.0%; D = 1%; E = i; F = -14%; G = -6%; H = -6%; I = -24
OCCNc1nc(Nc2ccccc2OC(F)(F)F)nc(N2CCCC2)n1
  A = -22%; B = -1%; C = 5.1%; D = 14%; E = i; F = -28%; G = 47%; H = -9%; I = .

Continued:
Keys: A = TGFb inhibitor; B = ATXN2 expr inh; C = Nrf2 ARE act; D = Nrf2 block; E = ATXN viability; F = HepG2 tox; G = MCF10A rereplic; H = A549 viability; I = IL-1B inflam inh
O=C(CSc1ccccn1)Nc1cccc([N+](=O)[O-])c1
  A = ?; B = 3%; C = 28%; D = -24%; E = i; F = 18%; G = 0%; H = 1%; I = 35
CC(=O)c1c(C)[nH]c(C(=O)Nc2cccc(C#N)c2)c1C
  A = -17%; B = 0%; C = 3.5%; D = ?; E = i; F = -14%; G = -1%; H = 3%; I = -4
CC1(C(=O)NCc2cccc3ccccc23)CCN1Cc1ccc(-c2ccccc2)o1 (stereo not given)
  A = ?; B = -26%; C = -1.0%[9.22 µM]; D = .; E = ?; F = -56%; G = .; H = .; I = -22
CCCC(=O)Nc1cc(C)c(NC(=O)c2cccs2)cn1
  A = 13%; B = .; C = -0.1%; D = 19%; E = i; F = 3%; G = -3%; H = 1%; I = -25
CN(C)CCCNC(=O)C[C@H]1C[C@H](C(=O)N2CCOCC2)[C@@]2(CCC3CCCC3)c3[nH]c4cc(-c5ccco5)ccc4c3CCN2C1=O
  A = ?; B = 25µM*; C = -3.2%; D = 6%; E = .; F = -104%; G = ?; H = -2%; I = 0
Cn1nc(C(F)(F)F)c(/C=N/OC(=O)c2ccccc2)c1SCc1ccc(Cl)cc1
  A = -11%; B = -24%; C = -0.6%; D = ?; E = i; F = 26%; G = ?; H = -22%; I = -9
Cc1nn(Cc2c(Cl)cccc2Cl)c(C)c1NC(=O)CCCn1nc([N+](=O)[O-])c(Cl)c1C
  A = 18%; B = -12%; C = 3.0%; D = ?; E = i; F = -12%; G = 9%; H = ?; I = -7
O=Nc1onc(-c2ccc([N+](=O)[O-])cc2)c1NO
  A = -6%; B = -27%; C = 14%; D = 1%; E = ?; F = -29%; G = 14%; H = -6%; I = -29
CN(C)CCCN(C(=O)c1ccc(S(=O)(=O)N(C)C2CCCCC2)cc1)c1nc2ccc(Br)cc2s1
  A = ?; B = ?; C = 0.3%; D = -11%; E = i; F = -63%; G = ?; H = 0%; I = -83*
CN(CC(=O)Nc1c(Cl)cccc1Cl)C(=O)CNC(=O)C1CCCCC1
  A = 9%; B = -4%; C = 0.4%; D = -14%; E = i; F = 27%; G = 13%; H = 21%; I = i
CCN(Cc1ccncc1)Cc1nc(Cc2ccccc2Cl)no1
  A = -17%; B = .; C = 3.1%; D = ?; E = i; F = -7%; G = 3%; H = 13%; I = 23
O=C1CSC(c2cccnc2)N1Cc1ccc(Cl)cc1 (stereo not given)
  A = 9%; B = -1%; C = -0.5%; D = -22%; E = i; F = -16%; G = 10%; H = 2%; I = 6
O=C(Nc1ccc(S(=O)(=O)N2CCCCC2)cc1)c1ccc(=O)[nH]c1
  A = 2%; B = 0%; C = -0.8%; D = 6%; E = i; F = -8%; G = 6%; H = -2%; I = 91
CCC(=O)c1ccc(OCC(=O)Nc2cc(S(=O)(=O)N3CCCCC3)ccc2N2CCN(CC)CC2)cc1
  A = -16%; B = -8%; C = 7.8%; D = -6%; E = i; F = -74%; G = 22%; H = 0%; I = -16
O=C1CCCc2nc(N3CCN(Cc4ccccc4)CC3)ncc21
  A = -5%; B = -6%; C = -0.4%; D = 7%; E = i; F = -6%; G = 11%; H = -2%; I = 12

Record cards, as listed above. Order of screens: TGFb inhibitor	ATXN2 expr inh	Nrf2 ARE act	Nrf2 block	ATXN viability	HepG2 tox	MCF10A rereplic	A549 viability	IL-1B inflam inh
Entry for O=C1CSC(c2cccnc2)N1Cc1ccc(Cl)cc1 (stereo not given) = 9%	-1%	-0.5%	-22%	i	-16%	10%	2%	6
Entry for O=C(CSc1ccccn1)Nc1cccc([N+](=O)[O-])c1 = ?	3%	28%	-24%	i	18%	0%	1%	35
Entry for O=C1CCCc2nc(N3CCN(Cc4ccccc4)CC3)ncc21 = -5%	-6%	-0.4%	7%	i	-6%	11%	-2%	12
Entry for CN(C)CCCN(C(=O)c1ccc(S(=O)(=O)N(C)C2CCCCC2)cc1)c1nc2ccc(Br)cc2s1 = ?	?	0.3%	-11%	i	-63%	?	0%	-83*
Entry for CN(CC(=O)Nc1c(Cl)cccc1Cl)C(=O)CNC(=O)C1CCCCC1 = 9%	-4%	0.4%	-14%	i	27%	13%	21%	i

(list continues)
Every second line gives: TGFb inhibitor	ATXN2 expr inh	Nrf2 ARE act	Nrf2 block	ATXN viability	HepG2 tox	MCF10A rereplic	A549 viability	IL-1B inflam inh
> Cc1ccc(C(=O)N/C(=C\c2cn(S(=O)(=O)N(C)C)c3ccccc23)C(=O)NCCN2CCOCC2)cc1
  4%	0%	0.3%	?	i	1%	2%	-4%	37
> CCN1C(=O)[C@H]2[C@@H](c3ccc(-c4cccc(Cl)c4)c(OC)c3)N[C@@](Cc3ccccc3)(C(=O)OC)[C@H]2C1=O
  ?	3%	-0.2%	-12%	i	12%	13%	-4%	?
> Cc1ccc(S(=O)(=O)NC(=O)C2CCCCC2)cc1
  0%	-1%	-0.2%	12%	i	-1%	1%	-3%	9
> O=C(O)c1cccc(N2C(=O)C3CC=C(Cl)CC3C2=O)c1 (stereo not given)
  17%	9%	-0.1%	9%	i	14%	-3%	7%	-5
> Cc1csc(NC(=O)CSc2nnc(-c3ccncc3)o2)n1
  12%	33%[activator]	5.1%	.	i	-4%	-6%	4%	-15
> CC(C(=O)Nc1ccc(Cl)cc1Cl)N1C(=O)NC2(CCCCCCC2)C1=O (stereo not given)
  ?	-18%	-0.3%	?	i	-37%	16%	-3%	8
> O=C(NC(=S)NCc1ccncc1)c1ccccc1
  -5%	.	0.4%	-13%	i	-34%	2%	14%	14
> COc1cc(/C=C2\N=C(c3ccccc3)OC2=O)ccc1OCc1c(C)no[n+]1[O-]
  1%	2%	3.3%	13%	i	-3%	0%	6%	0
> CN(CC1CCCO1)S(=O)(=O)c1ccc(C(=O)Nc2nccs2)cc1 (stereo not given)
  -13%	.	3.8%	1%	i	-20%	-1%	-2%	0
> CCn1c(C)nc2cc(OC)ccc21
  -9%	-19%	-0.5%	3%	i	4%	1%	5%	21
> O=C(CCNC(=O)c1ccco1)NCc1ccc(C(=O)O)cc1
  12%	4%	0.4%	-4%	?	1%	1%	-2%	1

Compound activity from PubChem.

Not a hit list; overall some 8.8% were active at least once.
